Screens as filed in PubChem BioAssay.
CCT modulator: changes cytosolic chaperonin activity; purified chaperonin ATPase assay, HTRF ADP detection, 30 min; activity change, % (test concentration not listed), hits read low; 360,000 compounds, 0.3% hits; in the data active = activity change below about -30%; also: % is scaled to controls: 0 for no effect and ±100 for the full control effect
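TRiC (40 or 20 nM final, by batch activity) in 30 mM Tris pH 7.4, 100 mM KCl, 5 mM MgCl2, 1 mM DTT was treated with compound at 76 uM single dose, then 10 uM ATP, 30 min at 37 °C. ADP was read by HTRF Transcreener.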
HepG2 tox: counter-screen for TGF-b inhibitors: cytotoxicity in HepG2 cells; HepG2 CAGA-GFP viability, ATP luminescence, 18 h; Potency, µM (titrated, usually from 46.1 µM), for the others: at the highest dose activity change, negative = cytotoxicity, most hits filed as cytotoxic; 410,000 compounds, 0.76% hits; AID 588856; also: potency is read from the fitted curve at half-maximal effect; some results filed as inactive show a strong effect at the top dose
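CellTiter-Glo luminescence gave cytotoxicity after 18 hours at 37 degrees C. The cells were HepG2 CAGA-GFP in 1% FBS DMEM, stimulated with 500 pg/mL TGF-beta after compound addition. %Activity was normalised to no-cell wells (complete cell-killing) and DMSO (no toxicity), and curves were fitted and classified.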
Nrf2 inh: inhibitors of Nrf2 signaling. Potency, µM (top dose mostly 46 µM), without a hit: top-dose activity change, negative = inhibition, hits mostly inhibitors. A549 ARE-Fluc reporter, luciferase luminescence, 18-24 h. 360,000 compounds, 2.1% hits. AID 504444; also: potency is read from the fitted curve at half-maximal effect; % is scaled to controls: 0 for no effect and ±100 for the full control effect; nearly all actives have a fitted effect of over 60% in size
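Nrf2 function is reported as luminescence of an ARE-controlled luciferase in A549 cells. Compounds were tested at several concentrations, and a CellTiter-Fluor read on the same wells flagged cytotoxicity.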
TGFb SMAD3 inh: TGF-b pathway inhibition; HepG2 CAGA-GFP TGF-b/SMAD3 reporter, GFP fluorescence, 18 h; TGF-beta stimulated, 500 pg/mL final; Potency, µM (top dose mostly 46.1 µM), inactives show top-dose activity, negative = inhibition, usual class: inhibitors; 410,000 compounds, 1.2% hits; AID 588855; also: potency is read from the fitted curve at half-maximal effect; % is scaled to controls: 0 for no effect and ±100 for the full control effect; nearly all actives have a fitted effect of over 65% in size
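Read-out: total well GFP (ex488/em500-530) summed from mean per-cell fluorescence. Cells: HEPG2 CAGA-GFP, 1% FBS DMEM, 18 h at 37 degrees C with 500 pg/mL final TGF-beta. Unstimulated wells served as the full-inhibition control; stimulated DMSO wells = 0%.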
MmCpn inh: M. maripaludis TRiC chaperonin inhibition; purified Mm-Cpn ATPase, ADP Transcreener TR-FRET; Potency, µM (doses to about 76.9 µM), for inactives: at the top dose activity, negative = inhibition, hits mostly inhibitors; 330,000 compounds, 0.031% hits; AID 504842; also: potency is read from the fitted curve at half-maximal effect; % is scaled to controls: 0 for no effect and ±100 for the full control effect; nearly all actives have a fitted effect of over 80% in size
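Compound-treated chaperonin, 25 nM final, turns over 10 uM ATP at 37°C for 30 min following a 10 min preincubation; ADP generated competes with ADP-d2 for Eu-cryptate antibody, lowering FRET.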
pAkt inh: Akt phosphorylation inhibition. Neuro2A IGF-stimulated pAkt S473 HTRF, 20 min; stronger effect = lower value. activity change, % for hits at 50 µM. 360,000 compounds, 0.32% hits. AID 651550; in the data active = activity change below about -80%; inconclusive = mostly about -51% to -80%; also: % is scaled to controls: 0 for no effect and ±100 for the full control effect
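Neuro2A cells (4,500/well, DMEM with 0.5% FBS) were treated with compound at a single 50 µM final concentration, stimulated with 6 nM IGF for 20 min at 37 °C, and lysed. Phospho-Akt Ser473 was read by HTRF as 665/615 ratio ×10^4.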
A549 viability: counter-screen for Nrf2 inhibitors: cytotoxicity in A549 cells | A549 ARE-Fluc cells, CellTiter-Fluor viability, 18-24 h | Potency, µM (doses to about 46 µM), for the others: at the highest dose activity change, negative = cytotoxicity, most hits filed as inhibitors | 390,000 compounds, 0.16% hits; also: potency is read from the fitted curve at half-maximal effect; % is scaled to controls: 0 for no effect and ±100 for the full control effect
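Cytotoxicity counterscreen: CellTiter-Fluor fluorescence was measured in A549 ARE_Fluc cells after 18-24 h of compound exposure in a concentration series. The subsequent BugLite luminescent read reports ARE-luciferase activity.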
Nrf2 ARE act: activators of Nrf2 (ARE) signaling; AREc32 ARE-luciferase reporter (MCF7-derived line), luminescence, 24 h; 410,000 compounds, 0.31% hits; AID 624171; Potency, µM (titrated, usually from 46.1 µM), for the others: at the top dose activation, actives largely listed as activators; also: potency is read from the fitted curve at half-maximal effect; % of control where 0% means no effect; nearly all actives have a fitted effect of over 65% in size
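For detection, Steady-Glo was added and plates sat 30 min at RT; before that, AREc32_Fluc cells grown overnight in OPTI-MEM/5% FBS had been treated with 23 nL compound for 24 hr at 37 deg C.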
S2 tox: cell viability loss in ATXN counter-screen. S2 cells (HEK-293 line with an ATXN2-luciferase reporter) viability, CellTiter-Fluor protease fluorescence, 24 h. 400,000 compounds, 0.49% hits. Potency, µM (series often up to 56.7 µM), hits mostly cytotoxic; also: potency is read from the fitted curve at half-maximal effect; nearly all actives have a fitted effect of over 40% in size
* marks the source's active call; other numbers are inactive results; i = inactive; ? = inconclusive; . = not tested or not shown; & = joins results of further samples; [ ] = another dose, or the depositor's remark. Unless noted, calls follow the shape of the dose curve; as a rule, active = well fitted curve in the direction sought with a large enough effect; inconclusive = small, poorly fitted or top-dose-only effect, or another doubt; inactive = no such curve, though single readings can be large; an effect the other way counts as inactive or inconclusive. Random draw from the library, and some 4.4% of all compounds hit somewhere here.

1	O=C1COc2ccccc2C(c2nc3ccccc3[nH]2)N1Cc1ccccc1 (stereo unspecified)
2	COc1ccc2[nH]c(=O)c(CNc3ccc(C)c(C)c3)cc2c1
3	CCN(CC)S(=O)(=O)c1cc(NC(=O)C2CCN(c3ncnc4sc(C)c(C)c34)CC2)ccc1Cl
4	Cc1ccc(CCNC(=O)c2ccc3c(c2)nc2n3CCCCC2)cc1
5	O=C(CCN1CCCCC1)NCNC(=O)CCN1CCCCC1
6	CC(C)=CCCC(C)NC(=O)NC1CCCCC1 (stereo unspecified)
7	Cc1cc(Cl)ccc1-c1nc(NCCN(C)C)nc2ccsc12
8	Cn1cnc([N+](=O)[O-])c1S(=O)(=O)c1ccc(Cl)cc1

assay / entry	1	2	3	4	5	6	7	8
CCT modulator	0.2	-12	-3.7	.	-0.2	-2.7	-2.7	0.7
HepG2 tox	.	6%	-17%	-21%	-19%	-5%	-58%	18µM*
Nrf2 inh	.	-12%	12µM*	.	2%	2%	.	18µM*
TGFb SMAD3 inh	.	-18%	?	-6%	-3%	-1%	16%	11µM*
MmCpn inh	.	-3%	-1%	.	0%	0%	.	-2%
pAkt inh	i	i	i	.	i	i	i	i
A549 viability	.	-9%	?	13%	6%	-2%	.	?
Nrf2 ARE act	-0.6%	?	2.9%	3.6%	1.7%	2.2%	-0.5%[9.22 µM]	-2.0%
S2 tox	?	i	?	.	i	i	?	?

9	O=C(C1CC(=O)N(c2ccc(Cl)cc2)C1)N1CCC(c2nc3ccccc3[nH]2)CC1 (stereo unspecified)
10	COC(=O)Cc1ccc(N(Cc2ccccc2F)S(=O)(=O)c2ccc(Br)cc2)cc1
11	Cc1cnc(NC(=O)CSc2nnc(C)s2)s1
12	Cc1csc(N)n1
13	COc1cc(C(=O)Nc2nc(C)c(Cc3ccc4c(c3)OCO4)s2)cc(OC)c1OC
14	CN=C(Nc1ccccc1OC)SC1CC(=O)N(c2ccc(C(=O)OC)cc2)C1=O (stereo unspecified)
15	Cc1onc(-c2ccccc2)c1C(=O)Nc1sc2c(c1C#N)CCC2
16	CC1CN(C(=O)COC(=O)c2ccc(O)cc2)CC(C)O1 (stereo unspecified)

assay / entry	9	10	11	12	13	14	15	16
CCT modulator	2.0	0.5	0.4	-2.5	-1.3	0.5	-3.8	-5.0
HepG2 tox	0%	2%	-4%	0%	2%	6%	-19%	-26%
Nrf2 inh	?	?	0%	12%	15µM*	3%	.	5%
TGFb SMAD3 inh	0%	-5%	0%	-1%	?	1%	-14%	-2%
MmCpn inh	0%	1%	1%	-15%	0%	0%	-5%	0%
pAkt inh	i	i	.	i	i	i	.	i
A549 viability	?	-7%	3%	0%	0%	1%	1%	1%
Nrf2 ARE act	5.5%	0.1%	-0.6%	0.0%	4.3%	-0.6%	3.0%	0.2%
S2 tox	i	?	.	i	?	i	i	i

17	COCCNC(=S)Nc1ccc(Cl)c(Cl)c1
18	CN(C)S(=O)(=O)c1ccc(NC(=O)Cc2ccc(S(=O)(=O)N3CCOCC3)s2)cc1
19	COc1ccc(C2CC(c3cccs3)=NN2C(=O)c2ccco2)cc1OC (stereo unspecified)
20	CNc1ccc2nnc(C(F)(F)C(F)(F)C(F)(F)F)n2n1
21	O=c1[nH]c(CS(=O)(=O)c2ccccc2)nc2ccccc12
22	O=C(Cn1[nH]c(=O)c2ccccc2c1=O)OCC(=O)N(Cc1ccccc1)Cc1ccccc1
23	CCOC(=O)c1ccc(NC(=O)CCCc2nc(-c3cc(OC)c(OC)c(OC)c3)no2)cc1
24	Cc1cc(NC(=O)COC(=O)C2CSC3(C)CCC(=O)N23)ccc1Br (stereo unspecified)

assay / entry	17	18	19	20	21	22	23	24
CCT modulator	0.7	-0.6	-0.2	-0.7	-0.1	-0.8	.	-1.1
HepG2 tox	-2%	-21%	13%	-10%	16%	4%	-27%	-6%
Nrf2 inh	7%	-25%	12%	-4%	.	.	-2%	1%
TGFb SMAD3 inh	-1%	-8%	-27%	6%	45%[activator]	23%	1%	2%
MmCpn inh	3%	-1%	-3%	-1%	-1%	-3%	.	-2%
pAkt inh	i	i	i	i	i	i	.	i
A549 viability	-2%	6%	-4%	-4%	1%	1%	-4%	0%
Nrf2 ARE act	0.1%	-0.3%	0.7%	0.3%	-0.1%	-0.6%	-0.9%	-0.3%
S2 tox	i	i	i	i	i	i	i	?

25	CC1CCc2sc(C(=O)N3CCC(C(N)=O)CC3)cc2C1 (stereo unspecified)
26	CCOC(=O)c1ccc(Nc2nnc(C(C)(C)C)c(=O)[nH]2)cc1
27	CC(=O)OCC(=O)C1(O)CCC2C3CCC4=CC(=O)CCC4(C)C3(Cl)C(O)CC21C (stereo unspecified)
28	COc1ccc(C(C[N+](=O)[O-])c2c(C)cc3ccccn23)cc1 (stereo unspecified)
29	COc1cc2c(cc1[N+](=O)[O-])-c1ccccc1C2
30	FC(F)(F)c1cccc(CN2CCC(c3cc(-c4cccs4)n[nH]3)CC2)c1
31	CCOC(=O)/C(C#N)=C1\CC2CCC1(C)C2(C)C (stereo unspecified)
32	Cc1oc2ccc(OC(=O)c3cccs3)cc2c1C(=O)OC(C)C

assay / entry	25	26	27	28	29	30	31	32
CCT modulator	0.8	-1.5	-0.5	-2.6	-2.9	0.9	-0.2	-2.2
HepG2 tox	-1%	-73%	6%	18%	-3%	20µM*	26%	-3%
Nrf2 inh	?	-27%	1.2µM*	-3%	22%	?	-10%	5%
TGFb SMAD3 inh	2%	?	35%[activator]	6%	18%	?	0%	15%
MmCpn inh	1%	-5%	.	4%	.	1%	2%	-1%[15.4 µM]
pAkt inh	i	i	i	i	i	i	i	i
A549 viability	-2%	?	-2%	-9%	2%	-21%	-1%	4%
Nrf2 ARE act	0.4%	-0.7%	0.7%	3.4%	3.3%	3.9%	-0.7%	0.7%
S2 tox	i	?	?	i	i	?	.	i

Reprinted from the part before: 3 compounds, followed by the next part.
30	FC(F)(F)c1cccc(CN2CCC(c3cc(-c4cccs4)n[nH]3)CC2)c1
31	CCOC(=O)/C(C#N)=C1\CC2CCC1(C)C2(C)C (stereo unspecified)
32	Cc1oc2ccc(OC(=O)c3cccs3)cc2c1C(=O)OC(C)C
33	CCOc1ccccc1/C=C(/NC(=O)c1ccccc1)C(=O)N(CC)CC
34	Cc1ccc(C)c(S(=O)(=O)N2CCN(C(=O)Cc3ccsc3)CC2)c1
35	COc1ccc([N+](=O)[O-])cc1NC(=O)C(C)OC(=O)C1CCC1 (stereo unspecified)
36	CCOc1cccc(C(=O)Nc2ccc3oc(-c4cccnc4)nc3c2)c1
37	Cc1ccc(NC(=O)CN2C(=O)C(C)(C)c3cc(S(=O)(=O)N4CCCCC4)ccc32)c(Br)c1
38	C/C(=N\NC(=S)NCc1ccccc1)c1cccc(Br)c1
39	O=C(COc1ccc(Br)cc1)Nc1ccc(NC(=O)c2ccccc2)cc1
40	Cc1cccc(NC(=S)N/N=C/c2cccc([N+](=O)[O-])c2)c1

assay / entry	30	31	32	33	34	35	36	37	38	39	40
CCT modulator	0.9	-0.2	-2.2	-1.1	-0.5	-1.6	-0.3	.	-2.9	1.1	-0.8
HepG2 tox	20µM*	26%	-3%	2%	-7%	1%	11%&11%	0%	-26%	3%	-13%
Nrf2 inh	?	-10%	5%	-11%	10%	-14%	9.2µM*	.	5%	7%	-11%
TGFb SMAD3 inh	?	0%	15%	18%	?	-14%	-13%&-3%	7%	?	?	?
MmCpn inh	1%	2%	-1%[15.4 µM]	0%	1%	3%	-3%	.	2%	-1%	-3%
pAkt inh	i	i	i	i	i	i	i	.	i	i	i
A549 viability	-21%	-1%	4%	4%	11%	4%	-10%&-13%	-28%	3%	0%	0%
Nrf2 ARE act	3.9%	-0.7%	0.7%	-1.3%	-0.3%	0.2%	-0.1%&-0.3%	1.3%	7.9%	-0.1%	7.3%
S2 tox	?	.	i	i	i	i	?	i	i	?	i

41	O=C(Nc1nnc(SCc2ccc(Cl)cc2Cl)s1)C1COc2ccccc2O1 (stereo unspecified)
42	COc1cc(Cl)c(C)cc1NC(=O)c1ccc(NS(=O)(=O)c2ccc(F)c(F)c2)cc1
43	O=C(CN1C(=O)NC2(CCCC2)C1=O)Nc1nc(-c2ccccc2)cs1
44	Cc1noc(C)c1COC(=O)COc1cccc2c1OC(C)(C)C2
45	O=C(C(=O)N1CCN(c2ccccc2F)CC1)c1c[nH]c2ccccc12

assay / entry	41	42	43	44	45
CCT modulator	1.5	-2.6	-1.4	-3.8	0.8
HepG2 tox	-38%	-3%	-9%	4%	4%
Nrf2 inh	-3%	?	8%	9%	-17%
TGFb SMAD3 inh	?	-3%	1%	-9%	-9%
MmCpn inh	0%	-1%	-3%	-1%	0%
pAkt inh	i	i	i	i	i
A549 viability	2%	3%	4%	-11%	-1%
Nrf2 ARE act	-0.6%	0.0%	2.2%	-1.3%	-0.1%
S2 tox	i	i	.	i	i
